Screens deposited in PubChem BioAssay by several laboratories.
GASC-1 inh – inhibitors of human GASC-1 (JMJD2C) demethylase | inhibition, % at 2.35 µM | GST-JMJD2C(1-420) H3K9me3 demethylation, DELFIA europium | hit rate 0.069% among 330,000 | Q9H3R0;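 active = more than half of a compound's replicate wells show inhibition beyond 50%, single wells judged on their own value; inconclusive = some, but no more than half, of replicates pass 50% inhibition; inactive = no replicate passes 50% inhibition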;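 also: signal counts dimethyl H3K9 product captured on neutravidin plate; 0% = median of DMSO wells and 100% = 0.3 times that DMSO median; strong numbers were not always called active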
Target sequence (Q9H3R0 1-420 limits assumed): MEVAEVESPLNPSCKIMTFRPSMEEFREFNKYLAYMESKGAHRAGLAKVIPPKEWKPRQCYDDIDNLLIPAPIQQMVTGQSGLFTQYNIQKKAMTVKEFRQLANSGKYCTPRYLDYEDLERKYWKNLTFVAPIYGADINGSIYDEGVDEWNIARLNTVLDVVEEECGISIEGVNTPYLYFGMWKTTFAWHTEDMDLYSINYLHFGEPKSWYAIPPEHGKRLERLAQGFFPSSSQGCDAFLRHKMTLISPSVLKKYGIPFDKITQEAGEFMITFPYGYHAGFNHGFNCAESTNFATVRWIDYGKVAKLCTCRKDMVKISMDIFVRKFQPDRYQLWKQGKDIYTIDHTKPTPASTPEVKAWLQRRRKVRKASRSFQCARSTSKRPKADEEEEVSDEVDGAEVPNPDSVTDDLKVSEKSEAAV
LAP4-GFP MLPCN – yeast TOR pathway LAP4-GFP modulation. AID 2023. S. cerevisiae LAP4-GFP multiplex, flow cytometry GFP, 3 h; median GFP as percent of DMSO wells. hit rate 0.34% among 320,000. GFP response vs DMSO, % at 10 µM;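 active = GFP response vs DMSO above a set limit, about the screen mean plus 3 SD, cut at about 150% in these data; inconclusive = under 70 cell events counted for the yeast strain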
MEP2-GFP yeast – yeast TOR pathway MEP2-GFP modulation | AID 2016 | GFP response vs DMSO, % at 10 µM | S. cerevisiae MEP2-GFP strain, flow cytometry GFP, 3 h; 100% = DMSO control level | hit rate 0.51% among 330,000;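 active = GFP response versus DMSO above a set limit, roughly screen mean plus 3 SD, cut at about 180% in these data; inconclusive = fewer than 70 cells counted for a yeast strain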;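 also: median GFP fluorescence of the barcode-gated MEP2-GFP cells per well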
CR mimetic SO – caloric restriction mimetics inhibiting age-related superoxide in yeast; superoxide response (% of plate mean), % at 10 µM; AID 2690; hit rate 0.18% among 330,000; S. cerevisiae aged cells, superoxide DHE fluorescence; hits give low values;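 active = superoxide response under a set limit, about three screen SD below normal, cut at about 65% in these data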;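 also: yeast aged for seven days with compound at 30 °C before DHE staining; 100% = average MFI of all compound-treated wells on the plate with controls excluded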
procasp3 activ – activates human procaspase-3. AID 463141. activation, % at 8.5 µM. recombinant procaspase-3 D3A, Ac-DEVD-pNA absorbance 405 nm. hit rate 0.11% among 330,000. P42574;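 active = activation above the mean of all tested compounds plus 3 SD, cut at about 21% in these data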;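 also: 0% = DMSO alone and 100% = DMSO wells spiked with extra 5 µM PC-3 D3A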
Target sequence (P42574 whole entry D9A/D28A/D175A): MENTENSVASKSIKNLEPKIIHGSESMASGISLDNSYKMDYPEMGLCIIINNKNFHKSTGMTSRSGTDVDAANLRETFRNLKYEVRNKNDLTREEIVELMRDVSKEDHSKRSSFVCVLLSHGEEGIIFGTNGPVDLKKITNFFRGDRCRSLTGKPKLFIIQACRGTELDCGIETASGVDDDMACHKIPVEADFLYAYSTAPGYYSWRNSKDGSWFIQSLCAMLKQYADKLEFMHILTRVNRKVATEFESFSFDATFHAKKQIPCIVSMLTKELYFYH
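assay system = Procaspase-3 D3A mutant | signal = absorbance at 405 nm, 0 and 120 min | times = 1 h preincubation plus 2 h reaction at 25 °C | repeats = single replicate | read-out = % activation between DMSO and enzyme-spiked controls | medium = Zinc-free HEPES saline buffer with Triton X-100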
AHR act – activators of human aryl hydrocarbon receptor; P35869; AHR-responsive luciferase reporter cells, luminescence; activation, % at 5 µM; hit rate 2.5% among 320,000; in the data active = activation above about 47%;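 also: 0% = vehicle wells and 100% = reference agonist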
RPL19A-GFP yeast – modulators of TOR pathway RPL19A-GFP in S. cerevisiae. S. cerevisiae RPL19A-GFP strain, flow cytometry, 3 h; hits give low values. percent response vs DMSO, % at 10 µM. hit rate 0.3% among 330,000. AID 2025;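 active = percent response vs DMSO below 50%; inconclusive = fewer than 70 events counted for the yeast strain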;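 also: median channel GFP fluorescence of the barcoded RPL19A-GFP strain; ratio of sample median GFP to plate DMSO average so 100% = DMSO; lower means less RPL19A-GFP as with rapamycin TOR inhibition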
proCasp7 act – activates human procaspase-7, counter-screen for procaspase-3 activators | P55210 | recombinant procaspase-7, Ac-DEVD-pNA absorbance 405 nm; D23A/D198A/D206A triple mutant, cannot self-cleave; scale: DMSO 0, 5 µM enzyme 100 | activation, % at 8.5 µM | hit rate 0.093% among 330,000 | AID 463210;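 active = percent activation above the screen-wide mean plus 3 SD, cut at about 25% in these data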
Target sequence (P55210 whole entry D23A/D198A/D206A): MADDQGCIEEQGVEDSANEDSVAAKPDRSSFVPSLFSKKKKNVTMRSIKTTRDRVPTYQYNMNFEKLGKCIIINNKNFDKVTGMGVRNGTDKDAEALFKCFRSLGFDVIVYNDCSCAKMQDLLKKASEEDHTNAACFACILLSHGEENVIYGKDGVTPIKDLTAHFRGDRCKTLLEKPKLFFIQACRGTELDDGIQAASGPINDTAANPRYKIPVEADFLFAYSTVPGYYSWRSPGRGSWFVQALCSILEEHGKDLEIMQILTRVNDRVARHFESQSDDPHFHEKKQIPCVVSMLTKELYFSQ
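System: Procaspase-7 triple mutant (PC-7 D3A); measure: % activation from two-timepoint absorbance difference, scaled to controls; times: 1 h compound preincubation, 2 h substrate cleavage, 25 °C; also added: Ac-DEVD-pNA substrate, 400 µM as added; measured by: Epi-absorbance of released pNA at 405 nm, two timepoints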
The depositor's hits bear a star; u = inconclusive; x = not tested or not shown; [ ] = dose if it differs, or a comment.

Molecule,GASC-1 inh,LAP4-GFP MLPCN,MEP2-GFP yeast,CR mimetic SO,procasp3 activ,AHR act,RPL19A-GFP yeast,proCasp7 act
O=C(Nc1nnc(SCc2ccccn2)s1)C1CC(=O)N(c2ccccc2)C1 (stereo not given),19,102,102,112,-7,-3,99,12
Cc1ccc(C(=O)Nc2ccc(N3CCOCC3)cc2)cc1S(=O)(=O)N1CCCCC1,3,97,98,101,6,2,104,4
O=C(Cn1cnc2ccccc21)OCC(=O)N1CCCc2ccccc21,4,96,96,107,3,14,96,-2
COCCCNC(=O)C(=O)N/N=C/c1cc2c(cc1Br)OCO2,11,110,104,110,-4,4,100,0
CS(=O)(=O)Nc1ccc(C(=O)NCc2ccccn2)cc1,-4,109,107,93,-2,2,106,2
COc1ccc(CCNC(=O)CCNC(=O)c2ccc([N+](=O)[O-])cc2)cc1,-3,83,89,106,4,2,93,0
COc1ccc(Br)cc1C1Nc2ccccc2C(=O)N1NC(=O)c1ccncc1 (stereo not given),-1,97,98,97,5,10,101,8
CCCCn1c(=S)[nH]c2cc(S(=O)(=O)N3CCCCC3)ccc21,0,99,94,113,-8,14,95,-10
O=C(NC1CCCCC1)N1CCN(c2ccccc2)CC1,4,98,107,90,-9,-4,102,8
Cc1n[nH]c(=O)c2c(NC(=O)COC(=O)COc3cccc(Br)c3)oc(C)c12,1,106,97,94,-1,1,100,-6
Cc1csc(SCCn2c(Br)nc3c2c(=O)[nH]c(=O)n3C)n1,3,103,104,98,-5,0,97,7
Cc1ccc(-n2nc3c(c2NC(=O)c2ccc4c(c2)OCO4)CS(=O)(=O)C3)cc1C,1,103,98,86,5,20,91,-4
O=C(CC1SC(=Nc2ccccc2)N(CCCO)C1=O)Nc1ccc(Cl)cc1 (stereo not given),x,98,97,120,-8,15,99,-13
CCC12CN(C(=O)c3ccc([N+](=O)[O-])cc3)CC(CC)(CN(C(=O)c3ccc([N+](=O)[O-])cc3)C1)C2=O,-14,x,109,121,-11,-2,103,3
Cc1ccc(NS(=O)(=O)c2ccc3c(c2)n(C)c(=O)n3C)cc1C,-4,93,95,106,-2,5,100,2
CSc1ccccc1NC(=O)CN1CC(C)OC(C)C1 (stereo not given),-1,98,101,110,1,1,116,4
CCOC(=O)c1cn(CC)c2cc(N3CCOCC3)c(F)cc2c1=O,8,100,101,94,4,5,98,-3
Cc1ccc(CNC(=O)CN2C(=O)C3(OCCCO3)c3ccccc32)cc1,-6,97,94,86,6,-1,x,3
Cc1cc(C)c(C(=O)Nn2c(C)nc3ccccc3c2=O)cc1C,-5,110,98,102,9,1,107,11
CC(=O)Oc1ccc(C(=O)[C@H]2[C@H]3C(=O)N(c4ccccc4)C(=O)[C@H]3[C@@H]3C=CC=NN32)cc1,1,97,97,116,-11,14,98,-1
O=C(NCc1ccco1)C(=O)NCC1OCCN1S(=O)(=O)c1ccc(F)cc1 (stereo not given),-1,109,95,82,6,-1,96,-1
COc1ccc(N2CCC(CNC(=S)Nc3cccc(C)c3)C2)cc1 (stereo not given),11,100,109,100,-9,13,98,-19
COc1ccc(/C=C2\N=C(SC)N(c3ccccc3OC)C2=O)cc1,-1,97,107,107,-12,15,109,-12
CC(C)CN(CC(C)C)S(=O)(=O)c1cc([N+](=O)[O-])ccc1N1CCCCCC1,8,111,120,107,-2,-2,115,1
O=C(Nc1cccc(-c2cccc(Cl)c2)c1)C1CCN(CC2CCOC2)CC1 (stereo not given),0,101[may fluoresce red],102[may fluoresce red],94,6,12,u,11
CCOc1ccc(NC(=O)c2csc3c2CCCC3)cc1,5,119,93,82,8,146*,92,-2
O=C(Nc1cc2c3c(c1)C1CCCC1CN3CC1CCCC21)c1ccc([N+](=O)[O-])cc1 (stereo not given),-9,134,99,93,6,-3,93,3
Cc1cccc(-c2nnc(NC(=O)c3cccs3)s2)c1,0,96,99,119,-4,48*,99,1
O=C(Nc1cc(C(F)(F)F)ccc1N1CCOCC1)c1cccnc1,-3,98,102,112,-2,5,96,8
Cc1cc(C)c(C)c(C(=O)COC(=O)CNC(=O)CN2C(=O)c3ccccc3C2=O)c1C,4,88,110,87,6,1,105,-2
COc1ccc(N(CC(=O)NCCSc2ccccc2)S(=O)(=O)c2ccccc2)c(OC)c1,5,99,106,97,7,1,102,3
O=C(Nc1c2c(nn1-c1ccccc1)CS(=O)(=O)C2)c1cccs1,-3,105,96,89,2,3,92,4
CC(=O)CC(=O)Nc1ccc2ccccc2c1,-7,107,99,104,8,2,101,2
O=C(O)CCc1nc2ccccc2c(=O)[nH]1,6,103,104,109,3,0,98,6
CS(=O)(=O)c1cccc(C(=O)OCC(=O)NCc2cccs2)c1,8,98,102,106,16,-2,99,-5
COc1ccc(/C(C)=N/OCC(=O)Nc2nc3ccccc3s2)cc1,4,115,101,103,1,-2,101,7
COC(=O)[C@H](CC(C)C)NC(=O)Cn1cnc2c(SC)nc(N)nc21,-1,85,92,102,6,1,91,2
COc1ccc(C(=O)Nc2nnc(SCC(=O)NC3CCCC3)s2)c(OC)c1,-6,102,96,106,1,8,96,11
CC1(C)CC(=O)C2=C(C1)NC(Nc1nc3ccccc3o1)=NC21CCCCC1,2,96,98,91,8,-2,99,8
CCOC(=O)CSc1ccc2ccccc2n1,-9,119,96,97,6,-2,103,5
COc1ccc(S(=O)(=O)Cc2ccc(C(=O)NCCCN3CCc4ccccc4C3)o2)cc1,4,99,101,91,-3,0,101,1
CCOC(=O)[C@H]1[C@H]2COc3cc(OC)ccc3[C@@H]2N2C(=O)c3cc(F)c(F)cc3NC(=O)[C@@]12C,-3,x,x,x,10,10,x,-17
CC(C)(C)c1ccc(C(=O)OCC(=O)N2CCC(c3ccccc3)=N2)cc1,1,83,89,109,-1,0,96,-6
O=C(COc1ncnc2ccccc12)Nc1cc([N+](=O)[O-])ccc1Cl,-10,100,101,105,2,3,97,0
O=C(Nc1ccc(F)cc1F)c1ccc(-n2cccn2)nc1,-9,110,95,96,5,-10,107,-1
CN1C(=O)c2ccc(NC(=O)c3cccc4ccccc34)cc2C1=O,-29,101,100,85,8,0,100,6
CCCCNC(=O)CSc1nc2cc3c(cc2c(=O)n1CCCN(CC)CC)OCO3,-4,107,106,106,8,4,98,-6
COc1cc(/C=N/NC(=O)c2cc(-c3cccs3)nc3ccccc23)ccc1O,-3,99,102,104,-3,10,100,4
Cc1ccc(C(=O)N(CCC2=CCCCC2)c2c(N)n(Cc3ccccc3)c(=O)[nH]c2=O)o1,-2,103,96,100,6,2,90,0
COC(=O)c1cccc(NC(=O)c2cc3sccc3n2C)c1,0,104,106,101,-3,-4,96,-5
CCN(CC(=O)NC1CCS(=O)(=O)C1)c1ccc([N+](=O)[O-])cc1C#N (stereo not given),-1,94,96,97,0,4,99,-27
CC(C)[C@H](NC(=O)OCc1ccccc1)C(=O)OCC(=O)N1CCN(c2ccc(F)cc2)CC1,3,110,97,71,7,0,100,-2
CCOC(=O)c1c(NC(=O)CSc2nnnn2C)sc(C(=O)N(C)C)c1C,5,106,89,96,2,5,90,8
CN(C)S(=O)(=O)c1cccc(NC(=O)CSc2nnnn2-c2ccccc2)c1,5,95,97,102,8,3,97,6
Cc1ccc([C@@H]2CC=C(C(=O)O)[C@H](c3ccc(F)cc3)N2S(=O)(=O)c2ccc(C)cc2)cc1,-2,134,84,114,-8,1,98,-7
O=C(NN=C1CCCC1)c1[nH]c2ccc(Cl)cc2c1-c1ccccc1,6,120,106,109,-1,0,101,9

The listing continues:
Molecule,GASC-1 inh,LAP4-GFP MLPCN,MEP2-GFP yeast,CR mimetic SO,procasp3 activ,AHR act,RPL19A-GFP yeast,proCasp7 act
N#Cc1cccc(NC(=O)c2cncn2-c2ccccc2)c1,12,94,105,79,6,21,104,-2
C/C(N)=C(/C#N)C(=O)CSc1nc2ccccc2[nH]1,-37,86,99,104,0,10,95,-9
CC(=O)Nc1ccc(C(=O)OC2CCCCC2=O)cc1 (stereo not given),15,x,106,100,7,6,106,-2
O=C(CN1C(=O)c2ccccc2S1(=O)=O)NCc1c(F)cccc1F,3,104,99,101,-1,-2,98,9
Cc1ccc2c(c1)NCC(C(=O)NC1CCCCC1)O2 (stereo not given),-8,106,102,72,1,-2,101,1
Cc1ccc(S(=O)(=O)NC(=O)c2cccn2C)cc1,-7,107,105,91,2,2,105,15
Cc1cc2ncn(C(=O)c3c(-c4c(Cl)cccc4Cl)noc3C)c2cc1C,-9,105,114,101,-10,0,100,3
O=[N+]([O-])c1ccc(-c2ccc(S(=O)(=O)NCCN3CCCC3)cc2)cc1,-10,103,102,90,4,3,99,-2
Cc1ccc(C)c(NC(=O)CCN2CCC(C)CC2)c1,3,109,119,99,5,-1,110,-7
COCCN1C(=O)c2ccc(C(=O)NCc3cccnc3)cc2C1=O,5,100,101,110,-2,3,99,5
O=C(NCCc1ccccc1)c1ccc2nccnc2c1,8,103,98,96,1,-5,98,6
CCCCNC(=O)Cn1cnc2ccc(S(=O)(=O)N3CCC(C)CC3)cc2c1=O,-9,101,104,92,0,-1,94,5
O=C(/C=C/Nc1ccc(F)cc1F)c1ccc(Br)cc1,7,123,103,80,-21,90*,100,-15
COc1ccc(/C=C/C(=O)NCC(=O)N/N=C(/C)c2ccco2)cc1,12,97,100,91,2,1,102,-3
O=C(NNC(=S)Nc1ccc(OC(F)F)cc1)c1cc2c(s1)CCCC2,2,98,102,97,2,-1,98,-8
O=C(c1ccc2c3c(cccc13)CC2)C1CCCN(Cc2ccncc2)C1 (stereo not given),4,106,107,89,4,8,108,3

Part of the list above in order of molecular weight, low to high:
Molecule,GASC-1 inh,LAP4-GFP MLPCN,MEP2-GFP yeast,CR mimetic SO,procasp3 activ,AHR act,RPL19A-GFP yeast,proCasp7 act
O=C(/C=C/Nc1ccc(F)cc1F)c1ccc(Br)cc1,7,123,103,80,-21,90*,100,-15
O=C(c1ccc2c3c(cccc13)CC2)C1CCCN(Cc2ccncc2)C1 (stereo not given),4,106,107,89,4,8,108,3
CCCCNC(=O)Cn1cnc2ccc(S(=O)(=O)N3CCC(C)CC3)cc2c1=O,-9,101,104,92,0,-1,94,5

(more compounds)
Molecule,GASC-1 inh,LAP4-GFP MLPCN,MEP2-GFP yeast,CR mimetic SO,procasp3 activ,AHR act,RPL19A-GFP yeast,proCasp7 act
COc1ccc(NC(=O)Nc2ncccc2C)cc1,-2,105,104,87,-5,25,98,7
NC(=O)c1ccsc1NC(=O)COC(=O)Cc1ccccc1Cl,-1,101,102,103,5,0,100,-3
Cc1cc(C)cc(NC(=S)N2CCC(NC(=O)C3CCCCC3)CC2)c1,-10,101,102,100,-7,-1,106,1
COc1cc(C(=O)N/C(=C/c2ccc(F)cc2)C(=O)NC(C(=O)O)c2ccccc2)cc(OC)c1OC (stereo not given),-6,95,96,93,4,1,100,11
Cc1ccc(C(=O)N2CCN(c3ccc(F)cc3)CC2)cc1S(=O)(=O)N1CCCCC1,7,94,92,91,-8,10,100,13
O=C1NC(=O)C2(COC(c3ccccc3Cl)OC2)S1 (stereo not given),-4,98,100,116,7,0,105,8

Random draw from the library; 3.8% or so of the library scored in one or more.
